PrPC TRFRET – cell surface PrPC inhibition, primary TR-FRET screen | TR-FRET read-out | inhibition, % at 13.8 µM | 370,000 tested, 0.43% active | AID 720596; in the data active means inhibition above about 24%; further: 0% = median of the test wells and 100% = reference compound wells
Mtb FBA inh – Mtb fructose-bisphosphate aldolase inhibition. purified M. tuberculosis FBA, fluorescence read-out. 360,000 tested, 2.3% active. P9WQA3. inhibition, % at 1 µM. AID 588726; in the data active means inhibition above about 27%;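 further: 0% = vehicle and 100% = reference inhibitor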
Target sequence (P9WQA3 whole entry, looked up): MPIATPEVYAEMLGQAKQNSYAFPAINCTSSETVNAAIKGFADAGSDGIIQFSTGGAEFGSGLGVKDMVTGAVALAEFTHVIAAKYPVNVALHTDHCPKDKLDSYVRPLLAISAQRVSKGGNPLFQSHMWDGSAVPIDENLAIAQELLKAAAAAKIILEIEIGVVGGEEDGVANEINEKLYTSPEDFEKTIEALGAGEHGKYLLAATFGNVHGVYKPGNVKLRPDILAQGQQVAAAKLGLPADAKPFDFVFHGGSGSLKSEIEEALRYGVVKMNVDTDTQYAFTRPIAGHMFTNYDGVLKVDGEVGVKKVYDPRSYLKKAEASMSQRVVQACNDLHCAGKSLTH
CCHF vOTU inh – blocks the CCHF virus ovarian tumor domain protease; CCHFV vOTU protease, Pep-AMC fluorescence; inhibition, % at 11.5 µM; 370,000 tested, 0.55% active; AID 651958; further: 0% = vehicle wells with enzyme and 100% = no enzyme wells
BoNT A protease – BoNT A light chain protease inhibition | multiplex microsphere protease substrate cleavage, flow cytometry | inhibition, % at 10 µM | 360,000 tested, 0.17% active | AID 588499; in the data active means inhibition above about 30%; inconclusive means no clear call, values can overlap the other calls; further: plate controls were buffer without enzyme for full effect and enzyme alone for no effect
FadD28 binding – M. tuberculosis FadD28 bisubstrate binding inhibition; FadD28 bisubstrate probe binding, fluorescence polarization; inhibition, % at 12.5 µM; 360,000 tested, 0.22% active; in the data active means inhibition above about 8.5%, passing the limit was not always enough; inconclusive means no clear call, values can overlap the other calls
GDH-TPI inh – counter-screen for M. tuberculosis FBA inhibitors: GDH-TPI coupled enzymes; inhibition, % at 4.8 µM; GDH-TPI coupled enzyme counterscreen, NADH absorbance; AID 588335; 360,000 tested, 1.2% active;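 further: 0% = DMSO wells and 100% = wells lacking the enzyme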
UGM FP inh – Mtb UDP-galactopyranose mutase inhibition | P9WIQ1 | purified UGM, fluorescence polarization probe displacement | inhibition, % at 10 µM | 320,000 tested, 0.06% active | AID 504406; in the data active means inhibition above about 10%, passing the limit was not always enough; inconclusive means no clear call, values can overlap the other calls
Target sequence (P9WIQ1 whole entry, looked up): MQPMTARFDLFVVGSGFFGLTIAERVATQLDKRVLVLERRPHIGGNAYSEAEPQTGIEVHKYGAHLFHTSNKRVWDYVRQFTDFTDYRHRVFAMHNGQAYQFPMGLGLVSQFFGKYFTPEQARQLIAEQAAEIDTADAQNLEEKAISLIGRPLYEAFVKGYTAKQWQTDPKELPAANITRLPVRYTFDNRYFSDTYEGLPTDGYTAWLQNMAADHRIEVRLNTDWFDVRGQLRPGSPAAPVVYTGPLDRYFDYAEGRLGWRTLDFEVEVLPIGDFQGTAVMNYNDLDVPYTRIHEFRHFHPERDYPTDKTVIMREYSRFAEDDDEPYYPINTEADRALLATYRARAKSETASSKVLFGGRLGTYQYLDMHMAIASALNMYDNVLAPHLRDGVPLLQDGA
BoNT-F LC inh – inhibitors of Botulinum neurotoxin F light chain protease | 360,000 tested, 0.22% active | Multiplex microsphere protease cleavage assay, flow cytometry | inhibition, % at 10 µM; in the data active means inhibition above about 35%, passing the limit was not always enough; inconclusive means no clear call, values can overlap the other calls; further: plate controls were buffer without enzyme for full effect and enzyme alone for no effect
BioA inh – inhibitors of Mycobacterium tuberculosis BioA enzyme. inhibition, % at 9.99 µM. AID 602481. 360,000 tested, 0.096% active. purified M. tuberculosis BioA enzyme, plate reader; in the data active means inhibition above about 40%; inconclusive means no clear call, values can overlap the other calls
Numbers without * were called inactive; ? = inconclusive; nt = not tested or not shown; & = joins results of further samples. Unless noted, no stated cut-off is given here; in the data, active means inhibition above about 30%; inactive means the rest.

structure	PrPC TRFRET	Mtb FBA inh	CCHF vOTU inh	BoNT A protease	FadD28 binding	GDH-TPI inh	UGM FP inh	BoNT-F LC inh	BioA inh
CCOc1ccccc1NC(=O)C(C)N1C(=O)c2ccccc2S1(=O)=O (configuration not stated)	5	5	3	3.6	0.9	5	-0.4	0	nt
Cc1cccc(N2C(=O)NC(=O)/C(=C\c3ccc(N4CCOCC4)cc3)C2=O)c1	4	-4	0	2.9	-0.2	31*	2.1	?	nt
O=C(O)c1ccc(N=Nc2c(O)[nH]c3ccc(Br)cc23)cc1	6	0	19	2.8	1.1	16	-0.9	9	-2.5
C=CCn1c(SCC(=O)O)nc2sc(CC)cc2c1=O	5	-1	0	-0.3	-4.0	2	1.2	3	nt
COCCN1C(=O)N(c2cccc(OC)c2)C(=O)C1CC(=O)Nc1cccc(F)c1 (configuration not stated)	-5	3	-13	-3.5	-2.9	3	-0.3	?	-0.2
CSc1nc(Cc2ccc(Cl)cc2)nc2ccccc12	9	4	-4	-0.2	-5.8	-5	-1.5	2	-1.7
CCOC(=O)c1ccc(CSc2nnc(C)n2N)o1	7	0	0	0.5	-3.8	-10	0.0	?	1.0
COc1ccc(Oc2nc(SC)nc3ccccc23)cc1	-4	-1	12	-0.2	-4.8	4	3.3	-19	0.2
FC(F)Oc1ccccc1NC(=S)Nc1cccc(Cl)c1Cl	-3	0	-16	-0.2	-3.5	-11	1.3	4	nt
COC(=O)c1ccc(CNC(=O)COC(=O)C23CC4CC(CC(C4)C2)C3)cc1	4	-1	5	-0.4	-1.6	-7	1.9	-4	-1.1
O=C(Nn1c(-c2ccc(Cl)cc2)nc2ccccc2c1=O)c1cccnc1Cl	1	15	5	-0.8	-1.4	5	0.5	0	nt
Cc1cccc(C)c1Nc1nnc(SC/C(O)=C(\C#N)c2nc3ccccc3[nH]2)s1	0	4	19	4.7	-1.5	30	-0.7	2	-1.2
COc1ccc(NC(=O)N2CCCC(C(=O)NCc3ccccc3F)C2)cc1 (configuration not stated)	9	0	-19	-2.9	nt	-1	-1.6	-2	1.3
CS(=O)(=O)c1ccc(NS(=O)(=O)c2ccc3ccccc3c2)cc1	-3	4	6	-0.1	-0.2	17	0.7	-28	1.4
COc1ccc(OC)c(NC(=O)COC(=O)CSc2ccc(Cl)cc2)c1	0	1	12	2.3	1.0	-2	-2.2	11	-2.6
O=C(NC1CCCC1)C(c1cccnc1)N(C(=O)c1csnn1)c1ccc(F)cc1 (configuration not stated)	-8	-3	3	0.7	-0.5	15	0.2	-12	-4.7
O=C(NCCC1=CCCCC1)C(=O)NCC1OCCCN1S(=O)(=O)c1ccccc1 (configuration not stated)	3	11	4	-0.9	-4.3	-3	1.0	-3	nt
COc1ccc2cc(CCNC(=O)C(C)C)c(=O)[nH]c2c1	6	2	-1	-0.2	-3.6	9	-2.8	-3	-5.9
CCCCNc1nc2ccccc2[nH]1	3	6	5	-0.1	-2.5	-2	1.1	-6	nt
CN(C)c1ccc(C(=O)OCC(=O)NC2CCCCCC2)cc1	6	-3	12	0.0	-2.6	8	3.2	-4	-0.7
CCCC[C@H]1COCCS(=O)(=O)N1Cc1ccccc1F	0	-1	0	0.2	-1.6	2	1.3	8	1.8
CCN1CCN(CC(O)COc2ccc(C(C)=O)cc2)CC1 (configuration not stated)	9	-1	2	-0.5	0.5	-5	0.5	-11	-1.8
Cc1c(NC(=O)C(C)OC(=O)c2cc(Cl)nc(Cl)c2)c(=O)n(-c2ccccc2)n1C (configuration not stated)	-2	2	-6	-0.7	-1.9	-11	2.4	-3	0.0
CCc1nn(CC(=O)NCCN2CCN(C)CC2)c(=O)c2cc3occc3n12	-4	4	-1	-0.4	-2.0	0	2.7	-1	nt

As entered above:
For CCHF vOTU inh, CCCC[C@H]1COCCS(=O)(=O)N1Cc1ccccc1F reads 0
For BoNT-F LC inh, COc1ccc(OC)c(NC(=O)COC(=O)CSc2ccc(Cl)cc2)c1 reads 11

(next part)
structure	PrPC TRFRET	Mtb FBA inh	CCHF vOTU inh	BoNT A protease	FadD28 binding	GDH-TPI inh	UGM FP inh	BoNT-F LC inh	BioA inh
COc1cc(/C=C/C(=O)NNC(=O)c2cccc(S(=O)(=O)N(C)C)c2)cc(OC)c1OC	-11	5	2	?	-1.0	23	nt	?	-0.9
COc1ccc(Cl)cc1NC(=O)/C=C/C(=O)O	-7	4	-2	-0.5	-1.5	12	0.8	-16	nt
CC(=O)c1sc(NC(=O)CN2C(=O)NC3(CCCC3)C2=O)nc1-c1ccccc1	-3	-4	7	2.0	-1.4	27	4.1	-7	1.9
Cc1ccc(Cn2c(CN(C)Cc3ccccc3)nc3c2c(=O)n(C)c(=O)n3C)cc1	12	0	27	-0.6	-0.1	1	-1.3	-9	nt
Cc1ccc(CNS(=O)(=O)c2c(C)[nH]c(C)c2C(=O)N2CCCC2)cc1	9	2	0	0.4	-1.0	7	-0.5	-2	-3.2
COC(=O)CS(=O)(=O)c1ccc(C)cc1	3	1	-10	-0.8	-0.3	4	-1.7	-2	nt
O=C(Cc1cccs1)NCc1cccnc1	0	4	17	0.9	-3.4	2	0.9	-7	0.4
CN(Cc1ccccc1F)c1ncnc2sccc12	4	-4	4	1.4	-5.9	-1	-1.2	-1	8.0
COc1ccc(C(c2c(O)nc(SC)n(C)c2=O)c2c(O)nc(SC)n(C)c2=O)cc1O	-3	-2	-3	0.4	-2.6	-3	3.5	-1	nt
O=c1cc(O)c(-c2ccccc2)c(Cl)[nH]1	0	1	4	0.0	-2.5	8	1.7	-4	-0.5
COC(=O)c1ccc(NC(=O)Nc2ccccc2C)cc1	18	5	-11	1.2	-1.4	5	1.8	10	nt
CC(NC(=O)C1CC1)c1ccc(-c2ccccc2)cc1 (configuration not stated)	7	0	-3	?	-0.5	8	-0.9	?	-1.5
C=CCn1c(SCC(=O)NCCc2ccccc2)nnc1C1CC1	7	3	8	0.1	-0.6	1	0.4	0	-1.8
N#Cc1ccccc1Cn1cc(C(=O)C2CC2)c2ccccc21	8	4	11	0.8	-1.0	1	0.2	-16	0.9
c1ccc(N=P(N2CCOCC2)(N2CCOCC2)N2CCOCC2)cc1	-10	-1	-21	2.2	0.6	12	1.0	-2	-0.2
CCN(CC)c1ccc(/C=c2\sc3nc4ccccc4n3c2=O)c(O)c1	1	1	4	24	0.6	-2	nt	-2	nt
COc1cc2nc(N3CCN(C(=O)C4CCCO4)CC3)nc(N)c2cc1OC (configuration not stated)	1&9	112*	-87&-108	-0.3&-0.3	-2.9&-0.2	13&13	-1.9&-0.2	-5&-6	0.7&-0.2
Cc1ccc(S(=O)(=O)NC(C(=O)N2CCOCCOCCOCC2)c2ccccc2)cc1 (configuration not stated)	-6	14	0	-0.9	-3.1	-4	-1.0	-3	nt
CCOc1ccccc1NC(=O)CCS(=O)(=O)c1cccc2nsnc12	-29	2	2	-3.2	-3.4	9	1.9	-11	-0.5
O=C(CNC(=O)c1cccc(Br)c1)N/N=C/c1ccc[nH]1	-5	-9	22	-0.9	-4.5	1	0.2	-2	nt
Cc1ccc(CNC(=O)Cn2c(=O)c3sccc3n(Cc3ccc([N+](=O)[O-])cc3)c2=O)cc1	4	-3	-11	-0.7	1.3	3	-1.9	3	nt
O=C(NC(=S)Nc1ccccc1N1CCCC1)c1cccs1	1	0	37*	-2.6	-4.6	-6	2.5	?	1.8
O=C(COC(=O)/C=C/C(=O)N1CCN(c2ccccc2)CC1)NCc1ccc(F)cc1	1	-1	-7	0.0	-4.2	-1	5.1	-5	1.9
COc1ccc(CNc2nc(NCc3ccc(OC)cc3)n(S(C)(=O)=O)n2)cc1	-2	0	4	0.4	-1.8	-1	-1.4	17	-1.0
Cc1cnc(C(=O)OCC(=O)N(C(C)C)C(C)C)cn1	0	9	13	0.0	-0.6	-3	-0.8	0	-0.3
Cc1ccc(C(=O)Nc2nc(C(N)Cc3ccc(C(F)(F)F)cc3)cs2)cc1 (configuration not stated)	-9	0	4	-0.2	-2.5	15	nt	-20	-2.3
COc1ccc(NC(=O)Nc2cccc(C)n2)cc1	-2	-1	-2	0.6	-1.8	-1	-0.4	-3	0.9
COc1ccc(NC(=S)NCCCc2ccccc2)cc1	-3	-2	8	0.0	-3.9	6	-1.6	0	nt
COc1ccccc1CCN=C(N)NS(=O)(=O)c1cccs1	5	0	0	-0.3	-1.5	1	2.5	1	nt
Cc1cc(C)c(C(=O)C(C)OC(=O)Cn2cnc3c2c(=O)n(C)c(=O)n3C)cc1C (configuration not stated)	-8	0	-11	-0.7	-2.2	4	-1.4	8	nt
S=c1[nH]nc(Cc2cccs2)n1-c1ccccc1Cl	-6	2	-6	-0.9	-1.0	7	0.4	-8	nt
COCc1cc(C)nc2sc(C(=O)Nc3ccc(OC)cc3)c(N)c12	-9	1	5	1.8	2.1	21	0.7	?	1.0
CCCN1CCN(S(=O)(=O)c2ccc3c(c2)CCC(=O)N3)CC1	1	-2	19	0.2	-1.8	-2	3.9	-2	-0.9
CCOC(=O)C1=CCCN(S(=O)(=O)c2ccc(C)cc2)C1	-2	3	-5	-1.0	-1.5	nt	nt	1	0.9
O=C1CCc2cc(S(=O)(=O)Nc3ccc(C(F)(F)F)cc3)cc3c2N1CC3	3	6	25	1.1	1.6	-2	-0.8	1	-2.8
CCCCC(=O)OCc1cn(-c2ccc(Cl)cc2)nn1	-6	0	9	1.1	-4.2	-6	-0.9	0	-1.0
COc1cccc(/C=C2/Oc3ccccc3N(CC(=O)NCC3CCCO3)C2=O)c1 (configuration not stated)	nt	15	nt	0.1	-2.5	15	1.4	2	-1.0
COc1ccccc1N1CCN(C(=O)C2CCCN(S(=O)(=O)c3ccc4c(c3)CCCN4C(C)=O)C2)CC1 (configuration not stated)	15	1	4	-0.4	-4.2	-11	2.1	-8	-0.1
COc1ccc(S(=O)(=O)Cc2ccc(C(=O)NC3CCCCCC3)o2)cc1	6	1	-2	0.6	0.8	10	0.4	2	1.3
Nc1ncnc2c1ncn2[C@@H]1O[C@H](C(=O)N[C@H]2c3ccccc3C[C@H]2OC=O)[C@@H](O)[C@H]1O	-7	3	-6	0.2	0.2	nt	nt	-4	1.4
CCn1c(=O)c(C(=O)Nc2ncccc2C)c(O)c2ccccc21	-2	-11	-10	0.2	-4.0	5	-0.5	0	nt
C=C(C)CN(CC)Cc1c(C(=O)N(C)CCCC)nc2ccccn12	2	2	2	-0.4	0.8	8	-0.6	-2	0.0
OC(c1cccc(Cl)c1)c1nc(-c2ccccc2)cs1 (configuration not stated)	-1	-2	12	-0.1	-4.3	0	nt	3	-1.0
COc1ccc2nc(C)c(C(=O)NN)cc2c1	0	-6	4	0.2	-2.4	1	0.3	1	-0.3
COc1ccc(CNC(=O)COC(=O)c2ccc(OCc3c(C)noc3C)cc2)cc1OC	-1	2	-2	-0.3	0.1	3	-1.5	-4	nt
N#Cc1nc(COc2ccccc2F)oc1N1CCCCCC1	1	0	2	-1.0	-2.5	6	-0.9	-6	0.2
COc1cc(/C=C2\SC(=Nc3ccccc3)N(CCc3c[nH]c4ccccc34)C2=O)ccc1OC(C)C(=O)O (configuration not stated)	-8	0	-5	-1.3	-3.5	19	1.1	-3	nt
Cc1ccccc1CSCc1nc2ccccc2[nH]1	12	-2	-1	0.3	-1.6	4	-0.6	4	nt
CCOc1ccc(S(=O)(=O)N2CCCCC2)cc1NC(=O)C1=COCCO1	0	4	-6	-4.8	0.3	4	-0.1	-3	-0.2
CCOc1ccc(-c2cnc3cccnn23)cc1	-9	9	-6	-0.8	-3.2	16	nt	-3	0.2
Cc1c(O)nc(SCC(=O)Nc2cccc(C(F)(F)F)c2)n(-c2ccccc2)c1=O	0	-1	6	0.5	1.1	7	1.7	5	1.3

Source: PubChem (several laboratories)
